# Compound activity deposited in PubChem BioAssay by NCI.
# All columns: NCI-60 one-dose screen, growth in % after 48 h at 10 µM unless noted; 100 = growth as untreated, 0 = no growth, -100 = all killed.
# UACC-257: UACC-257 melanoma; 78,000 compounds, 4.4% hits
# SK-MEL-2: SK-MEL-2 melanoma; AID 1794763; 77,000 compounds, 4.7% hits
# SK-MEL-28: SK-MEL-28 melanoma | 81,000 compounds, 4.1% hits | AID 1794761
# BT-549: BT-549 breast cancer; AID 1794793; 78,000 compounds, 4.4% hits
# UACC-62: UACC-62 melanoma | AID 1794756 | 81,000 compounds, 5.4% hits
# MALME-3M: MALME-3M melanoma; 78,000 compounds, 5.8% hits
# T-47D: T-47D breast cancer. 79,000 compounds, 5% hits
# HS 578T: HS 578T breast cancer. 78,000 compounds, 4.1% hits
# Active calls of the source: *; · = no result given. How the source made its calls: active means growth percent below 10; inactive means the rest.
no.	SMILES	UACC-257	SK-MEL-2	SK-MEL-28	BT-549	UACC-62	MALME-3M	T-47D	HS 578T
1	COc1cc(-c2cc3c(oc2=O)-c2ccccc2OC3OC(C)=O)cc(OC)c1OC (centres undefined)	·	100.2	110.1	95.7	85.3	87.4	61.9	96.3
2	O=S(Cc1ccccc1)/C(=C/NC(=S)Nc1cc(Cl)ccc1Cl)c1ccccc1 (centres undefined)	99.5	100.6	109.1	96.5	98.6	·	104.0	102.1
3	O=C(O[C@H](Cc1ccc2ccccc2c1)C(=O)O)C1c2ccccc2-c2ccccc21	93.0	102.9	111.6	100.1	95.4	111.2	96.3	92.0
4	Cc1ccc(C)c(NC2=CC(=O)C(=O)c3ccccc32)c1	86.7	81.7	96.6	107.7	89.5	83.3	114.4	92.7
5	NC1[C@H]2CN(c3cnc(C(=O)Nc4cc(F)cc5cccnc45)cn3)C[C@@H]12 (some centres undefined)	97.7	92.5	86.1	91.8	92.1	57.5	32.4	77.2
6	O=C(/C=C\c1ccccc1)c1ccc(C2CCCCC2)cc1	108.8	104.1	104.9	96.9	88.0	99.6	82.3	118.6
7	N#Cc1c(-c2ccccc2)cc(-c2ccccc2)n(CCCCCC(=O)Nc2ccccc2N)c1=O	78.6	89.7	80.5	49.5	65.5	76.8	48.3	76.2
8	CCOc1ccccc1N1C(=O)CSC1=S	103.5	106.9	117.5	112.2	105.9	102.3	102.7	103.4
9	COc1ccc(NC(=O)CSc2nnc(-c3ccc(-c4nc5ccccc5[nH]4)cc3)o2)cc1OC	103.6	85.4	97.8	97.7	62.5	73.3	39.5	97.4
10	NS(=O)(=O)c1ccc(CCN2C(=O)/C(=C\c3ccc(Cl)cc3)C=C2c2ccc3ccccc3c2)cc1	·	106.2	102.8	95.1	71.8	98.8	71.8	100.7
11	COC(=O)c1cncc(C(=O)OC)c1	93.6	87.5	105.5	113.1	97.7	94.5	88.0	105.3
12	Cc1cc(C)nc(NS(=O)(=O)c2ccc(Nc3ccc4c5c(n(CCCN(C)C)c(=O)c4c3)-c3ccccc3C5=O)cc2)n1	108.0	107.7	116.7	91.8	93.3	101.9	102.0	93.2
13	O=C1/C(=C/c2ccc(OCc3ccccc3)cc2)N=C2SCCCN12	101.4	99.5	·	94.2	·	117.6	63.3	101.6
14	CC(=O)N(C)c1ccc(Nc2cc(S(=O)(=O)O)c(N)c3c2C(=O)c2ccccc2C3=O)cc1	112.0	81.0	129.1	107.4	87.6	110.4	106.6	105.7
15	COc1cccc2nc(Nc3ccc(F)c(NC(=O)c4ccc(CN5CCN(C)CC5)c(C(F)(F)F)c4)c3)ccc12	-66.5*	14.6	-84.0*	82.6	-82.1*	-91.3*	22.0	6.6*
16	O=C(Nc1cccc(C(F)(F)F)c1)Nc1cccc(C(F)(F)F)c1	-32.9*	-28.5*	26.8	0.7*	10.6	-17.1*	-5.0*	8.6*
17	CCCCNC(=O)/C=C\C(=O)O	107.4	115.8	96.5	109.7	110.6	124.8	109.1	·
18	CS(=O)(=O)Nc1cc(-c2ccc3ncc(C#N)c(N[C@H](CO)c4ccccc4)c3c2)cnc1Cl	59.7	10.3	35.2	33.9	13.7	29.8	28.3	13.7
19	Oc1cccc(-c2nc(-c3nnc(SCc4ccccc4)o3)cc3c2[nH]c2ccccc23)c1	99.9	78.9	82.0	87.3	60.7	110.6	44.2	82.1
20	CCCCCn1ncc(-c2c(O)c(O)cc3c(O)c(-c4c(C)cc5c(-c6cnn(CCCCC)n6)c(O)c(O)cc5c4O)c(C)cc23)n1	16.2	3.7*	25.9	7.2*	-11.8*	27.0	-5.5*	31.0
21	COc1ccc(Cl)cc1C(=O)Nc1nc2ccc(Cl)cc2s1	101.9	103.7	105.0	97.7	91.5	83.3	47.2	102.5
22	O=C(O)c1ccc(Br)cc1C(=O)O	108.6	99.0	100.9	102.3	92.5	110.4	105.9	108.5
23	O=C(NCc1ccco1)c1ccc(-c2ccc(Br)cc2)o1	·	93.9	105.4	99.0	102.0	114.8	80.1	96.3
24	O=C(CSc1cc[n+](CCCCCCO)c2ccccc12)n1ccc2ccccc21	104.8	101.7	106.2	·	92.5	96.0	99.3	101.5
25	COc1ccc(N2C(=O)CSC2=S)cc1	49.9	91.8	102.1	85.4	·	83.6	103.5	92.0

# Ordered by SMILES length (highest first): some entries from above.
no.	SMILES	UACC-257	SK-MEL-2	SK-MEL-28	BT-549	UACC-62	MALME-3M	T-47D	HS 578T
12	Cc1cc(C)nc(NS(=O)(=O)c2ccc(Nc3ccc4c5c(n(CCCN(C)C)c(=O)c4c3)-c3ccccc3C5=O)cc2)n1	108.0	107.7	116.7	91.8	93.3	101.9	102.0	93.2
15	COc1cccc2nc(Nc3ccc(F)c(NC(=O)c4ccc(CN5CCN(C)CC5)c(C(F)(F)F)c4)c3)ccc12	-66.5*	14.6	-84.0*	82.6	-82.1*	-91.3*	22.0	6.6*
18	CS(=O)(=O)Nc1cc(-c2ccc3ncc(C#N)c(N[C@H](CO)c4ccccc4)c3c2)cnc1Cl	59.7	10.3	35.2	33.9	13.7	29.8	28.3	13.7
9	COc1ccc(NC(=O)CSc2nnc(-c3ccc(-c4nc5ccccc5[nH]4)cc3)o2)cc1OC	103.6	85.4	97.8	97.7	62.5	73.3	39.5	97.4
7	N#Cc1c(-c2ccccc2)cc(-c2ccccc2)n(CCCCCC(=O)Nc2ccccc2N)c1=O	78.6	89.7	80.5	49.5	65.5	76.8	48.3	76.2
5	NC1[C@H]2CN(c3cnc(C(=O)Nc4cc(F)cc5cccnc45)cn3)C[C@@H]12 (some centres undefined)	97.7	92.5	86.1	91.8	92.1	57.5	32.4	77.2
2	O=S(Cc1ccccc1)/C(=C/NC(=S)Nc1cc(Cl)ccc1Cl)c1ccccc1 (centres undefined)	99.5	100.6	109.1	96.5	98.6	·	104.0	102.1
23	O=C(NCc1ccco1)c1ccc(-c2ccc(Br)cc2)o1	·	93.9	105.4	99.0	102.0	114.8	80.1	96.3
17	CCCCNC(=O)/C=C\C(=O)O	107.4	115.8	96.5	109.7	110.6	124.8	109.1	·

# (list continues)
no.	SMILES	UACC-257	SK-MEL-2	SK-MEL-28	BT-549	UACC-62	MALME-3M	T-47D	HS 578T
26	COc1cc(C(=O)/C=C/C23c4ccccc4C(c4ccccc42)C2C(=O)NC(=O)C23)cc(OC)c1OC (centres undefined)	69.7	94.6	73.5	54.2	65.4	58.3	57.1	32.2
27	O=C(NCCO)c1ccccc1O	80.6	83.4	106.2	94.1	103.8	92.8	105.2	·
28	NC(=O)C(=O)N/N=C/c1ccc([N+](=O)[O-])o1	101.8	95.2	99.1	115.5	96.0	135.9	95.9	110.2
29	C#CC(C)(C)N1CCCCC1	118.1	·	111.5	·	110.7	·	113.2	167.4
30	CCCCCCC/C=C/[C@H]1O[C@]2(O)C(=O)C=C3C[C@@H](O[C@@H]4O[C@H](CO)[C@@H](O)C(O)[C@@H]4O)C[C@@H]3[C@H]2C=C1C (some centres undefined)	-7.5*	-28.5*	-26.0*	-18.6*	-52.4*	1.9*	-9.2*	29.1
31	NS(=O)(=O)Oc1ccc(NC(=O)c2ccccc2)cc1	107.3	111.4	108.2	118.8	96.1	101.2	93.1	100.1
32	Cc1cc(=O)oc2cc(OCCCOc3ccc(/C=C/C(=O)Nc4ccccc4F)cc3)ccc12	107.6	100.1	102.8	84.7	95.0	95.3	89.5	92.2
33	CO[C@H](C(=O)[C@@H](O)[C@@H](C)O)[C@@H]1Cc2cc3cc(OC4CC(OC5CC(O)C(O)C(C)O5)C(O)C(C)O4)c(C)c(O)c3c(O)c2C(=O)[C@H]1OC1CC(OC2CC(OC3CC(C)(O)C(O)C(C)O3)C(O)C(C)O2)C(O)C(C)O1 (some centres undefined)	4.4*	-43.9*	·	-19.9*	-58.6*	-54.6*	7.2*	·
34	CC(=O)N1CCN(CCNC(=O)n2cc(-c3ccncc3)c(-c3ccc(O)c(Cl)c3)n2)CC1	103.5	·	85.5	·	91.3	90.6	111.7	139.2
35	O=C(O)CCCCCC1=CCCCC1	105.1	106.9	109.3	103.5	98.4	161.0	99.7	109.9
36	COC(=O)c1cc2ccccc2[nH]c1=O	94.8	118.6	109.2	104.1	101.8	109.4	116.1	·
37	CSc1ccc2c3c(n(C[C@H](O)CO)c(=O)c2c1)-c1ccccc1C3=O	85.5	104.1	72.3	46.9	37.5	74.4	27.3	83.3
38	C[C@H]1[C@H](C)CC[C@]2(C(=O)NCC#CCN3CCN(C)CC3)CC[C@]3(C)C(=CC[C@@H]4[C@@]5(C)Cc6c([nH]c7ccccc67)C(C)(C)[C@@H]5CC[C@]43C)[C@H]12	97.0	104.5	82.3	99.6	101.0	61.6	76.7	82.8
39	COC(=O)c1[nH]c(=O)c(C#N)c(C(=O)OC)c1C(=O)/C=C/c1ccccc1	92.5	133.3	103.4	96.3	69.1	78.3	·	62.1
40	N#Cc1c(-c2cccs2)cc(-c2cnccn2)nc1SCC(=O)NNC(=S)Nc1ccccc1	106.3	98.8	105.6	110.9	92.2	·	86.1	110.4
41	Cc1c(C=NCCN2CCCCC2)c(=O)n2c([nH]c3ccccc32)c1C#N	111.2	·	106.6	91.2	92.3	97.9	86.3	96.0
42	c1ccc(-c2ccc3c(c2)NC(C2Nc4cc(-c5ccccc5)ccc4O2)O3)cc1 (centres undefined)	104.8	·	145.4	·	105.9	96.9	102.2	111.6
43	CCc1nc(NC(=O)CCl)c(C#N)cc1C	108.5	·	159.8	129.5	104.1	140.5	97.4	549.3
44	N#Cc1n[nH]n2c1nc(=O)c1sccc12	103.2	102.1	108.9	96.4	101.7	96.1	98.4	109.1
45	C=C(C)[C@@H]1CC[C@]2(C(=O)O)CC[C@]3(C)[C@H](CC[C@@H]4[C@@]5(C)C[C@@H](Cc6cn([C@H]7C[C@H](n8cc(C)c(=O)[nH]c8=O)O[C@@H]7CO)nn6)[C@H](OC(=O)CC(C)(C)C(=O)O)C(C)(C)[C@@H]5CC[C@]43C)[C@@H]12	99.4	98.7	105.4	94.0	95.7	100.0	86.8	66.5
46	O=C(Cn1ccnc1)Nc1nccs1	97.3	124.7	109.6	105.9	109.3	·	93.4	100.1
47	C/C(=C1/SC(=S)NC1=O)c1ccc(Cl)c(O)c1	97.8	113.8	110.6	104.4	105.5	·	110.4	94.1
48	CCCCN[C@H]1CC[C@@]2(C)[C@@H](CC[C@@]3(C)[C@H]2[C@H](O)C[C@H]2/C(=C(\CCC=C(C)C)C(=O)OC)[C@@H](OC(C)=O)C[C@@]23C)[C@@H]1C	98.1	105.8	93.4	93.5	95.5	96.9	104.9	87.3
49	Oc1ccc(Cl)c(O)c1	109.3	·	110.5	·	97.2	94.8	109.3	102.9
50	COc1ncc(F)c(OC)n1	100.8	109.1	107.3	108.3	106.3	102.8	104.2	118.3
51	O=C(Nc1ccccc1)c1nc[nH]c1C(=O)Nc1ccccc1	100.4	100.3	111.9	92.3	102.2	112.4	80.2	·
52	O=C(CCCCCCNC(=O)C(O)(O)C(F)(F)F)Nc1ccc(Cl)cc1	31.0	-13.7*	27.0	45.9	-18.8*	9.9*	10.5	33.2
53	CCCCCCCCN(CC(=O)O)CC(=O)O	91.4	113.4	98.8	108.1	104.8	101.0	98.6	·
54	CC1=NC=NC2C(=O)NN=C(C)C12 (centres undefined)	134.5	99.3	110.6	105.1	90.6	88.6	94.0	·
55	Cc1ccccc1NC(=O)/C=C\C(=O)O	103.8	114.7	113.3	108.9	102.9	113.7	100.5	106.0
56	O=C1c2ccccc2-c2c1c1c3ccccc3n(CCBr)c1c1c3ccccc3n(CCBr)c21	95.6	103.2	105.5	97.2	78.8	108.3	74.5	94.7
57	O=C1NC(=O)N(Cc2ccccc2)CC1Br (centres undefined)	82.1	70.4	97.7	94.5	72.8	77.8	57.0	113.5
58	C=C(Cl)Cc1cc(C(CC)C(CC)c2ccc(O)c(CC(=C)Cl)c2)ccc1O (centres undefined)	89.7	97.4	107.1	89.6	60.2	119.6	62.0	73.8
59	O=C(Cn1cc(CN2C(=O)c3ccc([N+](=O)[O-])cc3C2=O)nn1)Nc1ccc(Cl)cc1[N+](=O)[O-]	106.5	109.9	106.7	114.6	91.4	93.7	103.2	105.6
60	COc1ccc2c(c1)c(-c1nc(-c3cn(C)c4ncccc34)cs1)cn2C	116.8	95.2	93.2	95.7	89.1	·	90.8	100.5
61	O=C1CCCCc2cc(O)c(O)cc21	107.8	94.4	105.1	97.3	104.2	100.2	91.1	108.0
62	O=C(Cn1ccnc1)Nc1ccccn1	96.1	119.1	105.0	99.2	103.3	·	95.0	103.4
63	CC1=CC(C)(C)NC(=S)N1c1cccc(C)c1	118.2	112.8	101.1	113.9	103.0	99.7	118.8	100.3
64	O=C(Nc1cccc(-c2nc3ccccc3[nH]2)c1)c1ccc(C(=O)Nc2cccc(-c3nc4ccccc4[nH]3)c2)cc1	123.4	116.1	124.1	127.0	117.3	142.1	68.6	115.5
65	CCC(=O)c1ccc(OCc2ccccc2)cc1	·	92.9	120.1	108.2	90.5	96.7	87.4	98.6
66	O=C(O)c1ccccn1	129.8	·	106.5	102.9	106.6	103.6	96.3	113.2
67	CC(=O)c1cc(C)ccc1C	98.7	99.1	114.9	108.9	100.4	88.4	112.5	102.5
68	COc1ccc(-c2sc3nc(-c4ccc(Cl)cc4)c(/C=C/c4ccc(F)cc4)n3c2-c2ccc(OC)cc2)cc1	90.4	86.0	107.4	89.6	89.4	89.9	93.6	100.3
69	C[C@H](N)[C@H](O)c1cccc(O)c1	·	119.8	101.1	107.6	95.7	99.7	106.5	105.9
70	CCOC(=O)c1c2ncccc2n2c(=O)n(Cc3ccccc3)nnc12	87.4	110.4	·	97.6	89.4	122.7	89.7	·
71	Cn1c(=O)c2c(nc(Br)n2CC(=O)N2CCc3ccccc32)n(C)c1=O	96.3	103.7	103.8	108.8	91.0	98.0	101.9	98.9
72	COc1ccc(-n2nc(C(=O)Nc3ccc(CC(=O)O)cc3)nc2-c2ccccc2)c(OC)c1OC	110.1	94.9	106.4	96.9	101.7	95.2	81.2	99.9
